Screening results: PubChem BioAssay, several laboratories
sEH activator – soluble epoxide hydrolase (human) activation; P34913; purified human sEH enzymatic activity, activator screen; activation, % at 2 µM; 91,000 tested, 0.04% active; AID 717; in the data active = activation above about 37%; note: values of inactives mirror those of a sister screen read the other way
CD11b adhes inh – inhibitors of human CD11b/CD18 binding to fibrinogen; K562 CD11b/CD18 adhesion to fibrinogen, ATPlite luminescence; Mn2+ added to activate the integrin; inhibition, % at 10 µM; 93,000 tested, 0.54% active;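 active = primary inhibition of 50% or more at 10 µM, then 40% or more on retest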; note: some results filed as inactive read as strong as hits
S1P2 ag – activates the human S1P2 receptor. S1P2-expressing cell line, agonist reporter read-out. activation, % at 4.5 µM. 97,000 tested, 0.46% active. AID 729; in the data active = activation above about 16%;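 note: 0% = vehicle low control and 100% = maximal reference agonist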
Target sequence (O95136 whole entry, looked up): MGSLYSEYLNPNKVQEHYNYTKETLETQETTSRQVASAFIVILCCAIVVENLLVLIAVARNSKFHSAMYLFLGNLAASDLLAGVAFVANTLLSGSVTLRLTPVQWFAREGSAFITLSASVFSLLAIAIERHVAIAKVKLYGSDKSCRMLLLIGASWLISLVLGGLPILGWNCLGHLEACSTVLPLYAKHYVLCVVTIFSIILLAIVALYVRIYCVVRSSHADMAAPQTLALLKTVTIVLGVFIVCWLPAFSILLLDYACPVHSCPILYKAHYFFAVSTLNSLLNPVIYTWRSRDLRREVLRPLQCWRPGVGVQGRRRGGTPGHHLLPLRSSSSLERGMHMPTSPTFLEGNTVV
Ecoli WT expand – growth inhibitors of E. coli BW25113 wild type | OD600 absorbance | growth inhibition, % at 100 µM | 98,000 tested, 0.15% active | AID 710;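 active = growth inhibition above about 50% at one test dose, limit read from the data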;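 note: growth measured after 20 h incubation at 37 °C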
PostGolgi yeast – growth inhibition of a yeast mutant, post-Golgi transport screen. AID 739. inhibition, % at 10 µM. post-Golgi transport phenotypic cell assay. 98,000 tested, 0.9% active;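 note: yeast cells grown in 1536-well plates; yeast grown about 18 h at 30C before absorbance read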
PLAP act – activates human placental alkaline phosphatase; 96,000 tested, 1.2% active; purified PLAP enzyme, luminescent substrate read-out; active compounds read high; P05187; activation fold at 20 µM; AID 696; in the data active = activation fold above about 2
Target sequence (P05187 whole entry, looked up): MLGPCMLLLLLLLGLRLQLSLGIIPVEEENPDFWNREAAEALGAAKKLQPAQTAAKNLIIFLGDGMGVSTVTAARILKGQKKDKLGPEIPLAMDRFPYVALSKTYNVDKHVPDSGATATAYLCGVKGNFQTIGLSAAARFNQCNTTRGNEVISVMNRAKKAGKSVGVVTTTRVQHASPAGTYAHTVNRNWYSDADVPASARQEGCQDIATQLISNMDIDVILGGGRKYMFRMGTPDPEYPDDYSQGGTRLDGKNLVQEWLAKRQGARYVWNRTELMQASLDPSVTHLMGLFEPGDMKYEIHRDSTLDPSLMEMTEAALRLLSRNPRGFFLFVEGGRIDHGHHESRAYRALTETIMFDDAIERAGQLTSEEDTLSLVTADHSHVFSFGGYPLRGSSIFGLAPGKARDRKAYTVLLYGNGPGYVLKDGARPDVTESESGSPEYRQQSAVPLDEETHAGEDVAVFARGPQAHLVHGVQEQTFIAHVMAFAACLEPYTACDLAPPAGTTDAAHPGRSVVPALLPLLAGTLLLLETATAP
sEH inhibitor – soluble epoxide hydrolase (human) inhibition; P34913; recombinant human sEH enzymatic activity assay; inhibition, % at 2 µM; 91,000 tested, 0.34% active; AID 707; in the data active = inhibition above about 80%; note: values of inactives mirror those of a sister screen read the other way; many of its hits are not listed in these tables
S1P2 blocker – S1P2 (human) receptor antagonism | cell-based S1P2 antagonist assay, inhibition at 5 uM | inhibition, % at 5 µM | 97,000 tested, 0.21% active; in the data active = inhibition above about 45%;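 note: CRE beta-lactamase reporter cells expressing human S1P2 stimulated with S1P; 0% = agonist at EC80 alone and 100% = agonist plus reference antagonist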
PostGolgi ctrl – growth of the yeast control strain, post-Golgi counter-screen | efflux-deficient yeast background strain, growth absorbance A615, 16 h | 98,000 tested, 5% active | AID 738 | inhibition, % at 10 µM
An asterisk follows results filed as active; nt = no result given. Cut-off read from the data, not from the text of the source, unless noted: active = inhibition above about 30%; inactive = the rest.

SMILES	sEH activator	CD11b adhes inh	S1P2 ag	Ecoli WT expand	PostGolgi yeast	PLAP act	sEH inhibitor	S1P2 blocker	PostGolgi ctrl
CCOc1ccc(C2=Nn3c(nnc3-c3ccco3)SC2)cc1	22	nt	-3	3	-6	0.8	-18	-23	16
CC1CCN(c2ccccc2NC(=O)c2ccc(N3CCOCC3)c([N+](=O)[O-])c2)CC1	9	-3	-2	-3	-7	0.9	-9	-18	-3
CCOCCCNS(=O)(=O)c1ccc(Br)cc1	18	-18	-4	-2	-4	0.9	-16	12	3
Cc1nn(-c2nc3ccccc3n2Cc2ccccc2)c2c1C(=O)CC(C)(C)C2	-6	0	-1	-17	-11	1.5	7	-18	26
COC(=O)c1ccc(CNC(=O)COc2ccccc2Br)o1	11	-30	-7	8	0	1.1	-13	-12	13
O=C(Cn1nnc(-c2ccccc2Cl)n1)N1CCN(S(=O)(=O)c2ccc(Cl)cc2)CC1	nt	0	-3	-12	2	1.1	nt	-1	13
COc1cccc(-c2nc(-c3ccccn3)no2)c1OC	4	-37	-5	4	-4	0.9	-5	3	25
O=C(Cc1nc(=O)c2ccccc2s1)Nc1ccccc1	-7	2	1	-8	-13	1	8	-8	-4
CCOC(=O)C1=C(C)OC(N)=C(C#N)C1C1CCCCC1 (stereo not drawn)	nt	2	nt	-6	11	1	nt	nt	11
Cc1ccccc1NC(=O)Cn1nnc2c(cnn2-c2ccc(F)cc2)c1=O	11	nt	-4	4	-5	1.1	-10	1	-6
O=C(NCc1ccc(Cl)cc1)c1cc(-c2ccco2)on1	nt	5	-4	-3	0	1	nt	-13	10
CCCCC(NC(=O)c1ccccc1)C(=O)OCC(=O)N1c2ccccc2Sc2ccccc21 (stereo not drawn)	9	nt	-7	-18	0	1.4	-10	17	12
Nc1c(C(=O)NCc2ccco2)sc2nc(N3CCOCC3)c3c(c12)CCCC3	15	11	12	-3	-1	1	-11	-49	33*
c1ccc(N2CCN(c3c4c(nc5ncnn35)CCC4)CC2)cc1	-2	-12	-6	-6	-8	1.2	4	8	9
O=C(NCC1COc2ccccc2O1)C1CCN(S(=O)(=O)c2cccc3nsnc23)CC1 (stereo not drawn)	-44	nt	-6	4	-3	1	43	8	-3
COC(=O)c1onc(-c2ccccc2)c1C(=O)OC	-1	-7	-4	2	6	1.1	3	-2	6
COc1ccc(-c2nnn(Cc3nc(N)nc(N4CCCCC4)n3)n2)cc1	nt	nt	nt	-5	0	1	nt	nt	13
Cc1ccnc(NC(=O)CCC(=O)N(CC(=O)NCC2CCCO2)Cc2ccc(F)cc2)c1 (stereo not drawn)	nt	-2	-4	3	8	1.2	nt	21	1
CCOC(=O)N1CCN(S(=O)(=O)c2ccc(OCC(=O)OC)cc2)CC1	4	-1	-6	1	-7	0.9	-2	-3	24
C/C=C/Cn1c(Br)nc2c1c(=O)n(C)c(=O)n2C	-3	0	-7	5	-1	1.2	2	-4	-5

The final 2 entries of the section above come first, to join the parts:
SMILES	sEH activator	CD11b adhes inh	S1P2 ag	Ecoli WT expand	PostGolgi yeast	PLAP act	sEH inhibitor	S1P2 blocker	PostGolgi ctrl
CCOC(=O)N1CCN(S(=O)(=O)c2ccc(OCC(=O)OC)cc2)CC1	4	-1	-6	1	-7	0.9	-2	-3	24
C/C=C/Cn1c(Br)nc2c1c(=O)n(C)c(=O)n2C	-3	0	-7	5	-1	1.2	2	-4	-5
Cc1cnc(-c2nnc(N(C)C(=O)c3cccnc3)s2)cn1	3	-13	-2	-1	-1	0.8	-1	8	11
COc1cc(C)nc(N2CCCC(C(=O)Nc3cccc(Cl)c3Cl)C2)n1 (stereo not drawn)	-67	-28	-5	-7	-3	1.1	68	-18	-3
CCOC(=O)Nc1cccc(C(=O)O)c1	4	nt	1	nt	nt	nt	1	2	nt
Cc1ccc(C)c(NC(=O)Cn2nnc(C(=O)Nc3c(C)cccc3C)c2N)c1	2	nt	-3	8	-2	1	-4	18	2
COc1cc(C(=O)NC2CC3CCCC(C2)N3CC(=O)Nc2ccccc2)cc(OC)c1OC (stereo not drawn)	-4	-3	3	1	1	1.6	4	-17	8
Brc1ccc2ncnc(NCc3ccccc3)c2c1	10	-5	-10	-4	2	0.7	-8	34	14
N#Cc1nc(-c2cccs2)oc1NCc1ccc(Cl)cc1	nt	-1	nt	-3	-4	0.9	nt	nt	14
NC(=O)C1(N2CCCCC2)CCN(C2CC(=O)N(Cc3ccc(N4CCCC4=O)cc3)C2=O)CC1 (stereo not drawn)	5	-3	-1	-8	-6	1.2	-8	-1	11
O=C(c1cc2nc(-c3ccco3)cc(C(F)(F)F)n2n1)N1CCN(c2ccc(F)cc2)CC1	nt	-28	-4	-10	3	1.4	nt	1	17
Cc1ccc(NC(=O)/C(CN(C)C)=N\O)cc1	0	7	-11	-1	-1	0.9	-2	12	-4
Cc1c(C(Nc2ccccn2)c2ccccc2)c(=O)n(-c2ccccc2)n1C (stereo not drawn)	10	nt	1	4	7	nt	-10	-10	-5
CC(=O)c1ccc(Oc2cc(C)nc(NCc3ccccc3)n2)cc1	0	6	-8	-2	-3	1	4	5	10
CCC1CC2(C)NC(=O)c3c(sc4c3CC(C)(C)OC4)N2C1=O (stereo not drawn)	7	-1	-4	8	10	1	-5	8	2
Nc1ccc2nc(-c3ccc(N)c(Cl)c3)[nH]c2c1	-8	nt	2	nt	nt	nt	11	-14	nt
CN(CC(=O)NCc1cccs1)S(=O)(=O)c1cccc2cccnc12	6	-14	-4	0	9	0.9	-5	11	7
O=C(NCc1ccc2c(c1)OCO2)c1ccc(N2CCCC2=O)cc1	-16	-10	0	3	1	1	18	9	4
O=S(=O)(c1cccc(-c2nn3c(-c4ccncc4)nnc3s2)c1)N1CCOCC1	1	9	2	0	-8	1.2	-2	14	-9
Cc1ccc(CC2CC(=O)N(CCc3ccc4c(c3)OCO4)C2=O)cc1 (stereo not drawn)	3	-8	-4	-7	7	0.9	-2	8	29
NC(=O)NC(Cc1ccccc1)c1ccccc1 (stereo not drawn)	nt	-1	nt	7	-39	0.8	nt	nt	6
CC1=NOC(=O)/C1=C\c1ccc(-c2cccc(Cl)c2)o1	0	nt	-4	2	7	1.2	2	13	4

Of the compounds above, these have fluorine.
SMILES	sEH activator	CD11b adhes inh	S1P2 ag	Ecoli WT expand	PostGolgi yeast	PLAP act	sEH inhibitor	S1P2 blocker	PostGolgi ctrl
Cc1ccccc1NC(=O)Cn1nnc2c(cnn2-c2ccc(F)cc2)c1=O	11	nt	-4	4	-5	1.1	-10	1	-6
Cc1ccnc(NC(=O)CCC(=O)N(CC(=O)NCC2CCCO2)Cc2ccc(F)cc2)c1 (stereo not drawn)	nt	-2	-4	3	8	1.2	nt	21	1
O=C(c1cc2nc(-c3ccco3)cc(C(F)(F)F)n2n1)N1CCN(c2ccc(F)cc2)CC1	nt	-28	-4	-10	3	1.4	nt	1	17

Returning to the listing; the 2 compounds before the break are reprinted first.
SMILES	sEH activator	CD11b adhes inh	S1P2 ag	Ecoli WT expand	PostGolgi yeast	PLAP act	sEH inhibitor	S1P2 blocker	PostGolgi ctrl
NC(=O)NC(Cc1ccccc1)c1ccccc1 (stereo not drawn)	nt	-1	nt	7	-39	0.8	nt	nt	6
CC1=NOC(=O)/C1=C\c1ccc(-c2cccc(Cl)c2)o1	0	nt	-4	2	7	1.2	2	13	4
CC(=O)Nc1cccc(NC(=O)Nc2ccc(C(C)=O)cc2)c1	-16	-27	-1	11	-8	1	18	-24	16
O=C(CN1CCN(C(=O)c2ccco2)CC1)Nc1ccc(Cl)c(C(F)(F)F)c1	nt	22	nt	4	2	1	nt	nt	4
Cc1cc(Nc2ccccc2)n(CCC#N)n1	-3	-24	-4	5	-1	1	4	-4	-6
CCCCNC(=O)CC1SC(=NCC)N(CC)C1=O (stereo not drawn)	-4	5	-3	-5	-11	1	2	-11	-1
O=C(c1ccc(-c2nnc(Nc3ccccc3)c3ccccc23)cc1)N1C[C@H]2C[C@H](C1)c1cccc(=O)n1C2	-2	19	-11	2	-7	1.5	4	4	9
Oc1ccc(-c2nnc(-c3ccc(O)cc3)nn2)cc1	14	-9	-4	-4	-6	1.3	-11	-6	14
O=C(Cc1ccc(F)cc1)N(c1ccc(F)cc1)C1C=CS(=O)(=O)C1 (stereo not drawn)	0	8	-12	-1	-5	1	-2	-1	25
c1ccc(-n2ncc3c(NCc4cccnc4)ncnc32)cc1	10	0	-2	4	7	1.2	-9	7	10
CCc1cccc2c(C(=O)COC(=O)c3c(C)noc3C)c[nH]c12	10	8	-9	-3	-8	1.1	-9	36	-3
O=C(c1cc(-c2ccccc2O)on1)N1CCCC1	1	-2	-9	-1	-8	1	1	16	12
CCc1nnc(NC(=O)CCc2ccc(C)o2)s1	-3	-43	-4	4	0	0.8	3	-7	3
COCCn1c(-c2ccco2)nc2nc3ccccc3nc21	nt	-16	nt	0	-2	0.8	nt	nt	-2
CCC1Oc2ccccc2N(CC(=O)Nc2ccc(OC)cc2OC)C1=O (stereo not drawn)	2	-19	-11	-11	0	1	-2	-7	0
Cc1nn(-c2cccc3cccnc23)c(=O)c2ccccc12	-12	7	-2	0	2	1	12	-8	30
COc1cc(-c2nnc3sc(-c4ccco4)nn23)cc(OC)c1OC	nt	-24	nt	-4	-2	1.1	nt	nt	11
Cc1ccc2ncc([N+](=O)[O-])n2c1	6	nt	-5	9	3	1.1	-4	7	7
Cc1cccc(Nc2ccccc2C(=O)OCC(=O)N(C)C2CCS(=O)(=O)C2)c1C (stereo not drawn)	6	10	-2	10	4	1	-7	4	7
CN1CCN(Cn2cc(/C=C/C(=O)c3ccccc3)c3ccccc32)CC1	-20	29	-1	4	15	0.8	21	0	34*
CC(C)c1cc(-c2n[nH]c(=S)n2Cc2ccccc2)cs1	0	nt	-4	8	-17	1.1	0	14	4
COCCOCCn1c(CCCO)nc2ccccc21	-4	5	-3	-4	-2	0.9	4	25	4
Cc1cccn2c(=O)c3cc(C(=O)NCc4ccco4)c(=N)n(C(C)C)c3nc12	1	0	0	10	-5	1.6	1	-19	8
COc1ccccc1N1C(=O)CC(Sc2nc(C)cc(C)n2)C1=O (stereo not drawn)	nt	7	nt	2	0	1	nt	nt	-5
CCCCCCn1c(=O)c(F)cn(Cc2ccc(OC)c([N+](=O)[O-])c2)c1=O	1	-6	-5	-6	3	0.9	2	8	22
O=C(COC(=O)C1CCN(S(=O)(=O)c2cccc3cccnc23)CC1)c1ccc(F)cc1	11	nt	-1	-5	0	0.9	-7	-25	-1
CC(Oc1ccc(Cl)cc1Cl)C(=O)Nn1cnnc1 (stereo not drawn)	7	nt	-6	nt	nt	nt	-2	-14	nt
CC(C)OC(=O)CSc1nnc(Cc2ccccc2)n1CC1CCCO1 (stereo not drawn)	10	-9	-3	7	16	0.9	-8	-29	-1
Cc1csc(NC(=O)CSc2nc(C)nc3c2c(=O)n(C)c(=O)n3C)n1	2	13	nt	3	-1	1.3	2	nt	10
COC(=O)Cn1c(CN2CCOCC2)nc2c1c(=O)[nH]c(=O)n2C	nt	-18	nt	5	4	1.1	nt	nt	5
COc1ccc2[nH]c(=O)c(CN(C(=O)C3CCCO3)c3ccc(C)cc3)cc2c1 (stereo not drawn)	15	-3	0	-3	10	1.1	-16	-18	3
Cc1cc(C(=O)OC(C)C(=O)Nc2cccc(S(=O)(=O)N3CCOCC3)c2)c(C)o1 (stereo not drawn)	-8	-41	-6	0	4	1.7	7	7	6
Cc1cc(C(=O)CSc2nnc(-c3ccccc3)n2C)c(C)n1C	9	-32	-1	3	-6	0.8	-8	-6	-1
O=c1/c(=C/c2ccccn2)sc2n1CN(c1ccccc1)CN=2	-5	11	-7	3	-6	1.4	6	5	1
CCn1ccc(C(=O)Oc2ccc(C(C)C)cc2)n1	-1	-17	2	-3	-8	1.3	1	-5	8
Cc1ccc(C)c(OCCCCCn2ccnc2)c1	-8	11	-8	10	12	1.1	10	10	3
Cc1ccc2oc(=O)n(Cc3ccccc3OC(C)C)c2c1	2	-9	1	4	0	1	-4	-4	18
COc1ccccc1N(CC(=O)NCc1ccccc1)S(C)(=O)=O	-8	-27	-3	-10	-4	0.8	7	13	-12
Cc1nn(C)c(C(=O)Nc2ccn(Cc3c(F)c(F)cc(F)c3F)n2)c1[N+](=O)[O-]	6	11	-2	-1	1	1.4	-4	-4	-3
CCOc1ccccc1NC(=O)C1CCCN(S(=O)(=O)c2c(C)[nH]c(=O)[nH]c2=O)C1 (stereo not drawn)	-15	9	-3	1	1	1.1	16	7	8
FC(F)Sc1ccc(NC(=S)NC2CCCCC2)cc1	-56	49	-4	13	-5	0.8	56	-10	8
